Screening data deposited in PubChem BioAssay by several laboratories.
NTR1 agonist – agonists of NTR1, primary screen, imaging, U2OS cells, beta-arrestin-GFP, high content (AID 493036). P30989. NTR1-U2OS beta-arrestin-GFP spot imaging, agonist mode. activation, % at 20 µM. hit rate 0.17% among 330,000;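 active = activation at or above 40% of the spot to cytoplasm intensity ratio, with at least 20 cells analyzed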;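 note: 0% = DMSO without peptide and 100% = 100 nM NTR1 peptide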
Target sequence (P30989 whole entry, looked up): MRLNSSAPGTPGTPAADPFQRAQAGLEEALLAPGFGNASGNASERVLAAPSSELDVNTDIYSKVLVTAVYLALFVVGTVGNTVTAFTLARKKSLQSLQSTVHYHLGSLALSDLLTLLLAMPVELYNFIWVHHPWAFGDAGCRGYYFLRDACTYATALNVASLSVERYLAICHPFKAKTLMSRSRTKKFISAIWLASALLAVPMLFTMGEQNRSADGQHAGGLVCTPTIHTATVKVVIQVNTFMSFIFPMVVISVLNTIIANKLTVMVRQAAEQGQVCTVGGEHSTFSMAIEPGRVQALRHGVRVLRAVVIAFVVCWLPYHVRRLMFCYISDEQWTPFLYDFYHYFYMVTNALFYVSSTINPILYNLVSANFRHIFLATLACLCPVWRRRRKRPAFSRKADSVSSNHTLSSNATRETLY
GPR35 arrestin U2OS – GPR35 antagonists blocking zaprinast-driven arrestin recruitment, primary screen, imaging, U2OS, beta-arrestin-GFP, zaprinast agonist (AID 2058) | one-dose inhibition, % at 10 µM; IC50 in µM for titrated hits | U2OS GPR35 beta-arrestin-GFP translocation imaging, zaprinast antagonism; higher % means a stronger effect | hit rate 0.052% among 290,000;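 active = inhibition of at least 50% with at least 30 cells and total cytoplasm GFP at most 10,000,000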
GPR55 LPI antagonism – inhibition of LPI-stimulated GPR55 beta-arrestin translocation – imaging, U2OS, beta-arrestin-GFP, LPI agonist, primary screen (AID 2013) | U2OS GPR55 beta-arrestin-GFP translocation imaging, LPI antagonism; higher % means a stronger effect | inhibition, % at 10 µM; hits with a dose series show IC50 in µM | hit rate 0.13% among 290,000;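 active = spots per cell inhibited over 60%, with over 100 cells counted and total cytoplasm intensity under 500,000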;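 note: U2OS cells stably carrying GPR55 and arrestin-GFP stimulated by 5 µM LPI near EC80; imaged beta-arrestin-GFP aggregate spots per cell after agonist stimulation; plate controls were LPI-stimulated DMSO wells for no effect and DMSO wells without LPI for full effect; some results filed as inactive read as strong as hits; confirmed hits need IC50 under 10 µM and bright autofluorescent wells are also inconclusive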
SIAH1 antagonists – blockers of Siah-1 interaction with plectin peptide – biochemical, fluorescence polarization, rhodamine-plectin, uHTS, primary screen (AID 1817) | hit rate 0.02% among 290,000 | displacement, % at 20 µM, or IC50 in µM where a hit was titrated | Siah-1 / rhodamine-plectin peptide fluorescence polarization; higher % means a stronger effect;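 active = displacement of at least 50% at 20 µM, with a fluorescence ratio check between 0.3 and a set limit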;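 note: plate controls were Siah plus tracer with DMSO for no effect and tracer alone without Siah for full effect; strong numbers were not always called active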
K1F lysis inhibition – protection from phage-mediated lysis, alamar blue read-out – E. coli UTI89, K1F phage, bacterial capsule biogenesis inhibitors (AID 488966). inhibition, % at 100 µM; hits with a dose series show IC50 in µM. hit rate 0.02% among 340,000. E. coli UTI89 K1F phage lysis, alamar blue, 2 h; higher % means a stronger effect;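 active = phage lysis inhibition, versus mean bacterial control, above a set limit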;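 note: capsule biogenesis inhibitors block K1F phage lysis so surviving cells raise fluorescence; higher fluorescence means more inhibition of phage lysis; actives were called in the ten point dose series up to 300 µM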
AID2073 – disruptors of CaV2.2 binding to Mint1 – biochemical, HTRF (AID 2073). HTRF protein-protein interaction, Mint1-CaV2.2; higher % means a stronger effect. inhibition, % at 20 µM; hits with a dose series show IC50 in µM. hit rate 0.19% among 290,000; in the data active = inhibition mostly above about 51%, no sharp cut-off; note: some results filed as inactive read as strong as hits
NS5 inhibitors – Dengue-2 NS5 methyltransferase inhibitors, primary screen, biochemical, confirmation dose response (AID 588689). hit rate 0.3% among 340,000. Dengue-2 NS5 methyltransferase capping enzyme assay, biochemical; higher % means a stronger effect. one-dose inhibition, % at 25 µM; IC50 in µM for titrated hits; in the data active = a potency from the dose series
HIV fusion peptide – inhibitors of HIV fusion peptide binding, primary screen, biochemical, uHTS, fluorescence dequenching (AID 1986); cell-free peptide binding, fluorescence dequenching, 30 min; higher % means a stronger effect; inhibition, % at 20 µM; hits with a dose series show IC50 in µM; hit rate 0.3% among 290,000; in the data active = inhibition mostly above about 52%, no sharp cut-off; inactive = mostly below about 76%; note: some results filed as inactive read as strong as hits
GPR55 activation – selective activators of receptor GPR55 – imaging, U2OS cells, beta-arrestin-GFP redistribution, primary screen (AID 1961). U2OS GPR55 beta-arrestin-GFP redistribution imaging; higher % means a stronger effect. one-dose activation, % at 10 µM; EC50 in µM for titrated hits. hit rate 0.048% among 290,000;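 active = activation above 40% with more than 50 cells counted in the well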;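 note: U2OS osteosarcoma cells stably expressing GPR55 and beta-arrestin-GFP; plate controls were DMSO negative control for no effect and LPI positive control for full effect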
NTR1 agonist cell count 20 µM – second read-out of NTR1 agonist, no call of its own (marks repeat the call); cell count; measured here: cell count, cytotoxicity flag
NS5 inhibitors pilot replicate – second read-out of NS5 inhibitors, no call of its own (marks repeat the call); inhibition, %; measured here: pilot screen replicate inhibition
* hit, by the source's call; i = inactive; x = no result given; [ ] = dose if it differs, or a comment. Compounds were not picked by outcome. About 1.2% of those tested had a hit in this group.

SMILES | NTR1 agonist | NTR1 agonist cell count 20 µM | GPR35 arrestin U2OS | GPR55 LPI antagonism | SIAH1 antagonists | K1F lysis inhibition | AID2073 | NS5 inhibitors | HIV fusion peptide | GPR55 activation | others
O=C1c2ccccc2C(=O)N1SC1CCCCC1 | 1.7 | 34 | 15% | 11% | 1% | -1.5% | 25% | -26% | -2.7% | 0.2%
COc1ccc(S(=O)(=O)N2CCOC2CNC(=O)C(=O)NCCCN2CCOCC2)cc1OC (stereo unspecified) | -0.2 | 44 | -10% | 8% | -3% | -0.3%[50 µM] | 12% | -7% | 0.4% | -0.1%
COC(=O)c1ccc2c(c1O)C(=O)c1ccccc1C2=O | 0.1 | 76 | -4% | -14% | 72%* | 0.4% | 1% | -2% | 5.0% | 0.0%
CC(=O)c1cccc(S(=O)(=O)N2CCC(c3nc4ccccc4[nH]3)CC2)c1 | -0.3 | 40 | 4% | -12% | 0% | 0.4% | 2% | -1% | -0.9% | -0.3%
COc1ccc(N=c2oc3cc(O)ccc3cc2C(=O)NCC2CCCO2)c(OC)c1 (stereo unspecified) | 5.3 | 78 | 5% | 12% | 3% | 0.0% | 8% | 5% | -1.7% | 0.0%
CCCS(=O)(=O)c1nc(S(=O)(=O)c2ccc(C)cc2)c(N2CCC3(CC2)OCCO3)s1 | 1.8 | 77 | 6% | 12% | 0% | 0.3% | -4% | -9% | 0.4% | 0.1%
C=CCn1cnc2c(c1=O)c1nc3ccccc3nc1n2Cc1ccccc1 | x | x | 2% | -3% | -1% | x | 13% | x | -1.4% | -0.2%
CC(Nc1nc(-c2ccccc2F)nc2ccccc12)c1ccccc1 (stereo unspecified) | 6.7 | 55 | -1% | -7% | -3% | 0.1% | 12% | 1% | -1.1% | -0.1%
COc1ccc(CCN(Cc2nc(-c3ccccc3)no2)Cc2nc(-c3ccccc3)no2)cc1OC | 2.1 | 62 | 10% | 2% | -2% | 0.9% | 19% | -12% | 1.0% | -0.1%
CS(=O)(=O)N(CC(=O)Nc1ccccc1C(=O)NCc1ccco1)c1ccc2c(c1)OCCO2 | -1.2 | 85 | -6% | -21% | 0% | -0.9% | 13% | -1% | -1.5% | 0.0%
Cc1cc(OCC(=O)Nc2ccc(N3CCN(C(=O)c4ccco4)CC3)cc2)cc(C)c1Cl | 1.7 | 110 | -20% | -1% | 29% | i | 58% | -1% | 0.7% | 0.7%
CCOC(=O)C(=O)N(CC)C1CCS(=O)(=O)C1 (stereo unspecified) | 0.2 | 59 | 1% | 5% | -1% | 0.7% | 2% | 6% | 0.1% | -0.2%
O=C(COC(=O)CNC(=O)C1CCCCC1)Nc1ccc2c(c1)OCCO2 | 2.3 | 63 | 1% | -4% | 3% | 0.2% | 8% | 3% | -0.5% | -0.3%
Cc1cc(C)n(C(=O)c2nn(C)c(C)c2[N+](=O)[O-])n1 | -0.8 | 83 | -16% | 13% | -6% | 0.3% | 12% | -5% | -3.3% | -0.1% | NS5 inhibitors pilot replicate=1.5
Cc1ccc(OC(=O)c2cc(=O)c3ccccc3o2)cc1 | 1.0 | 48 | 7% | 6% | 4% | 2.8%[50 µM] | 4% | -11% | 2.3% | -0.4%
CC(C)(C)NC(=O)NC(=O)COC(=O)COc1ccc(Cl)cc1Cl | -0.3 | 63 | -1% | 9% | 0% | -0.3% | 1% | -9% | 5.5% | 0.2%
CCOc1ccc(-n2c(SCc3ccc(C(=O)OC)o3)nc3c(c2=O)SCC3)cc1 | 6.0 | 83 | -9% | 3% | -2% | 0.7% | 2% | -6% | -0.1% | 0.5%
O=C(Nc1ccnn1C1CCN(Cc2cccc(F)c2F)CC1)C1CCCC1 | 1.3 | 58 | -10% | 7% | -1% | 0.9% | 11% | -6% | 0.8% | -0.1%
CC1CC(c2ccccc2)NS(=O)(=O)O1 (stereo unspecified) | -3.9 | 88 | -9% | -6% | -2% | -0.1% | -7% | -2% | -1.4% | -0.2%
CCCC(=O)Nc1sc2c(c1C#N)CCCCC2 | 2.2 | 36 | 13% | -3% | 9% | 0.0% | 10% | -5% | 0.5% | -0.5%
Cc1ccc(C(=O)NCCCn2ccnc2)cc1[N+](=O)[O-] | 2.2 | 103 | 7% | x | -4% | -0.4% | 1% | -2% | -1.7% | -0.1%
COc1ccccc1CC(=O)Nc1ccc2nc(C)sc2c1 | 0.7 | 58 | -19% | 4% | 3% | 1.8% | -3% | 4% | 2.3% | 0.2%
Cc1ccc(C2C3=C(CC(C)(C)CC3=O)Nc3[nH]c(=S)[nH]c(=O)c32)cc1 (stereo unspecified) | 0.0 | 89 | -12% | 3% | -7% | 0.0% | 9% | -2% | 23% | -0.3%
Cc1ccc(Nc2nnc(SCC(=O)Nc3cccnc3Cl)s2)cc1C | 8.7 | 62 | 4% | 7% | 4% | -0.1% | -12% | -7% | -3.7% | 0.1%
CCOC(=O)c1sc(=S)n(-c2ccccc2Cl)c1C | 0.6 | 48 | 8% | -1% | -8% | -3.2% | -9% | 3% | -0.2% | -0.2%
CC(C)NC(=O)c1cc(=O)n(C)c(=O)n1C | 0.3 | 67 | -5% | 5% | -3% | -0.2% | -6% | -6% | -1.9% | -0.2%
O=C(NCc1ccc(Cl)cc1)c1ncn[nH]1 | -0.8 | 73 | 3% | -9% | 6% | 0.1% | 1% | -8% | 2.4% | -0.1%
O=C(OC(C(=O)NCC1CCCO1)c1ccccc1F)c1ccco1 (stereo unspecified) | 0.3 | 104 | -18% | -2% | 1% | 0.3% | 1% | -4% | 7.2% | 0.3%
O=C(CC12CC3CC(CC(C3)C1)C2)Nc1ccc2c(c1)COC2=O | -0.6 | 89 | 13% | 36% | -1% | -0.4% | 3% | -2% | 3.4% | 0.0%
COc1ccc(-c2nn(-c3ccccc3)cc2CO)cc1OC | -0.1 | 97 | 1% | x | 3% | -0.2% | -2% | -16% | 14% | -0.2%
Cc1ccc(-c2nnnn2CS(=O)(=O)c2ccccc2)cc1 | -0.5 | 92 | -13% | -5% | 10% | 0.4% | 1% | 4% | -0.3% | -0.2%
CC(=O)N1CCN(c2ccc(NC(=O)c3cc4ccccc4o3)cc2)CC1 | -1.4 | 68 | 10% | 1% | -11% | -0.1% | 7% | 5% | -1.8% | 1.1% | NS5 inhibitors pilot replicate=-0.6
CCCn1c2ccccc2c2cnn(CC(=O)NCCN(C)C)c(=O)c21 | 0.0 | 90 | 3% | 4% | 3% | 0.6%[50 µM] | 12% | -5% | 0.7% | 0.0%
CCC(C)NC(=O)C(Cc1ccccc1)NS(=O)(=O)c1ccc2c(c1)CCC(=O)N2 (stereo unspecified) | 0.7 | 52 | 1% | 0% | 0% | 0.4% | 12% | -2% | -0.7% | -0.2%
CCCc1nn2c(=O)cc(CSCC(=O)Nc3ccccc3OC)nc2s1 | -0.5 | 63 | 12% | -4% | -3% | -0.2% | 3% | -4% | -0.6% | -0.1%
Clc1ccc(OCc2nn3c(-c4ccccc4)nnc3s2)c(Cl)c1 | 2.0 | 48 | -4% | -1% | 19% | 2.1% | 6% | -4% | 0.4% | -0.3%
CCCOc1ccccc1C(=O)N(Cc1cccc(Br)c1)C1CCS(=O)(=O)C1 (stereo unspecified) | 0.9 | 59 | 13% | 4% | 4% | 0.2% | 3% | -5% | 0.6% | -0.1%
Cc1ccc2c(ccc(=S)n2C)c1 | 0.7 | 41 | 9% | 4% | 5% | -0.4% | -1% | 3% | 0.6% | 0.5%
CC(=O)N1CCC(N2CCN(Cc3ccc(C)cc3)C(CCO)C2)CC1 (stereo unspecified) | 5.5 | 42 | 12% | 12% | 8% | 0.5% | 14% | -1% | -1.9% | 0.5%
CCOC(=O)c1c(NC(=O)CSc2nnc(C)s2)sc2c1CCCCC2 | 12 | 67 | -2% | -15% | -4% | 0.2% | -7% | -4% | -0.2% | -0.1%
Cc1cccc(C)c1NC(=O)c1ccccc1C(=O)O | -0.2 | 56 | -3% | 16% | 21% | 1.2%[50 µM] | 11% | 0% | -0.4% | -0.1%
Nc1ccccc1-c1ccccc1N | -0.2 | 70 | 18% | 5% | -1% | 0.6% | -9% | 1% | -1.5% | 0.3%
CCOc1ccccc1NC(=O)C(CC)Sc1nc2ccsc2c(=O)n1CCC(=O)O (stereo unspecified) | 0.9 | 57 | -9% | -9% | 0% | 0.2% | 8% | 0% | 0.8% | 0.4%
COc1ccc(-n2c(SCC(=O)Nc3ncc(Cl)cc3Cl)nc3ccccc32)cc1 | 7.1 | 36 | 5% | -6% | -6% | x | 6% | x | 0.5% | 0.4%
COc1ccc(NC(=S)Nc2ccccc2SC)c(OC)c1 | 3.2 | 28 | -6% | 1% | 0% | -0.6% | 6% | -2% | -1.0% | -0.1%
CN1N=C(C(C)(C)C)CC1=O | 1.0 | 45 | -9% | -5% | 1% | x | 1% | x | 1.9% | 0.1%
CC1Cc2cc(S(=O)(=O)N3CCN(c4ccccc4F)CC3)ccc2N1C(=O)C1CC1 (stereo unspecified) | 2.6 | 67 | -16% | -2% | -2% | i | -3% | -3% | -0.1% | -0.1%
CCOc1cc(N2CCOCC2)c(OCC)cc1NC(=O)CN1C(=O)NC2(CCc3ccccc32)C1=O (stereo unspecified) | -2.1 | 83 | -7% | -3% | -3% | 2.7% | 7% | -4% | -2.1% | -0.1%
O=C(NC1CCCCCCC1)c1ccccc1O | 0.3 | 82 | -6% | 18% | 0% | 0.1% | 3% | -4% | 3.2% | -0.1%
CC(NC(=O)CCc1nnc(C2CCCCC2)o1)c1ccc(F)cc1 (stereo unspecified) | -0.4 | 88 | 14% | -8% | 10% | 0.5% | -6% | -3% | -0.4% | -0.3%
Cc1c(-n2c(SCC(=O)C(C)(C)C)nc3ccccc3c2=O)c(=O)n(-c2ccccc2)n1C | -1.0 | 63 | 0% | 8% | -3% | 0.1% | 2% | -7% | -2.0% | -0.3%
COC(=O)COc1ccc(S(=O)(=O)Nc2ccc(NC(C)=O)cc2)cc1 | 1.1 | 51 | 2% | -15% | -5% | 5.6% | -2% | -1% | 1.2% | -0.1%

Reprinted at random: two compounds from above.
SMILES | NTR1 agonist | NTR1 agonist cell count 20 µM | GPR35 arrestin U2OS | GPR55 LPI antagonism | SIAH1 antagonists | K1F lysis inhibition | AID2073 | NS5 inhibitors | HIV fusion peptide | GPR55 activation | others
Nc1ccccc1-c1ccccc1N | -0.2 | 70 | 18% | 5% | -1% | 0.6% | -9% | 1% | -1.5% | 0.3%
CCOc1ccccc1NC(=O)C(CC)Sc1nc2ccsc2c(=O)n1CCC(=O)O (stereo unspecified) | 0.9 | 57 | -9% | -9% | 0% | 0.2% | 8% | 0% | 0.8% | 0.4%
